OX1R antag-1: human HCRTR1 antagonism. inhibition, % at 5 µM. actives 0.43% (n = 330,000). AID 434989. O43613. CHO/OX1R cells, Fluo-8 calcium fluorescence, orexin A;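 active = inhibition above its plate's threshold, mean inhibition of all tested compounds on the plate plus 3 SD, cut at about 37% in these data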;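 also: 0% = orexin A challenge wells and 100% = SB-334867-A antagonist wells; not every result past the cut was called active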
Target sequence (O43613 whole entry, looked up): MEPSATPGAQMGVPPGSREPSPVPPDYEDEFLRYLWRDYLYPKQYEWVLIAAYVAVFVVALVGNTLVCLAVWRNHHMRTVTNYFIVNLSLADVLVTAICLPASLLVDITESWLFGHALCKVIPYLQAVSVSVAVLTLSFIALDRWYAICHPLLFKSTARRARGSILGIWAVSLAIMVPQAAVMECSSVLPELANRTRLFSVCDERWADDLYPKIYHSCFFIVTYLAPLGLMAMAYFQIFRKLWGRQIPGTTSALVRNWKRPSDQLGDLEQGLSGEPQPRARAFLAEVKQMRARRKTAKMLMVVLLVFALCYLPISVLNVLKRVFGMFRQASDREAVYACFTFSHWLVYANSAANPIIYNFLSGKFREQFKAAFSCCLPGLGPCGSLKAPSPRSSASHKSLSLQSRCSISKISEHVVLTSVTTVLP
OX1R antag-2: OX1R (human) antagonism; O43613; OX1R-expressing cells, FRET antagonist read-out; inhibition, % at 6.6 µM; actives 1.8% (n = 330,000); AID 485270; in the data active = inhibition mostly above about 38%, no sharp cut-off; inactive = mostly below about 40%;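 also: 0% = agonist challenge alone and 100% = reference antagonist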
* marks the source's active call; other numbers are inactive results; & = joins results of further samples.

OX1R antag-1	OX1R antag-2	molecule
-18	6	CCN1C(=O)[C@H]2[C@H]3CN=C(SCc4ccc(C(=O)OC)cc4)N3[C@@](C)(C(=O)OC)[C@H]2C1=O
-28	19	Brc1ccc(-c2cn3c(n2)SCC3)cc1
-10	13	C=CCOC(=O)C(=O)/C=C/c1coc2ccccc2c1=O
-3	14	O=C(Cn1cnc([N+](=O)[O-])n1)N/N=C/c1cccc(Cl)c1
5	-1	Nc1nnnn1/N=C/c1ccc(F)cc1
-9	14	COc1ccc2nc3ccccc3nc2c1NC(=O)c1ccc(Cl)cc1Cl
-22	32	CCOC(=O)c1cc(NC(=O)NCc2ccco2)c(C)nc1C
1	10	COc1ccc(-n2cnnc2SCC(=O)NC2CCCCC2)cc1
3	10	Cc1cc(C(=O)NN=Cc2ccc(OC(=O)c3ccco3)cc2)c(C)o1
-31	11	CCCOC(=O)C1=C(C)NC2=C(C(=O)CCC2)C1c1cc(OC)ccc1OC (configuration not stated)
-21	21	CC(C)NC(=O)c1onc(CSc2ccc(Cl)cc2)c1C(=O)NC(C)C
-19	14	Cc1ccc(N2C(=O)SC(Cc3ccccc3)C2=O)cc1 (configuration not stated)
4	-1	NC(=O)c1ccccc1NC(=O)CCc1ccccc1
-23	20	COc1cc2c(cc1OC)CN(C(=O)CCN1C(=O)C3CCCCC3C1=O)CC2 (configuration not stated)
-24&-14	9&10	CCOC(=O)Nc1ccc2c(c1)N(C(=O)OCCN(C)C)c1ccccc1CC2
-14	11	Nc1c(S(=O)(=O)c2cc(Cl)ccc2Cl)c2nc3ccccc3nc2n1CCN1CCOCC1
-3	7	O=C(Cc1ccc(S(=O)(=O)N2CCOCC2)s1)OCc1ccc(Cl)cc1
-15	18	COc1ccc(OCC(=O)Nc2ccc(S(=O)(=O)N3CCCCCC3)cc2)cc1
8	4	NC(=O)CSc1ccc(S(=O)(=O)N2CCCCC2)cn1
-8	13	CN(C)CC#Cc1cncc(C(=O)NNC(=O)Nc2ccc(Cl)cc2)c1

5 entries already listed, ordered by heavy-atom count, rising:
OX1R antag-1	OX1R antag-2	molecule
8	4	NC(=O)CSc1ccc(S(=O)(=O)N2CCCCC2)cn1
-19	14	Cc1ccc(N2C(=O)SC(Cc3ccccc3)C2=O)cc1 (configuration not stated)
-21	21	CC(C)NC(=O)c1onc(CSc2ccc(Cl)cc2)c1C(=O)NC(C)C
-24&-14	9&10	CCOC(=O)Nc1ccc2c(c1)N(C(=O)OCCN(C)C)c1ccccc1CC2
-14	11	Nc1c(S(=O)(=O)c2cc(Cl)ccc2Cl)c2nc3ccccc3nc2n1CCN1CCOCC1

Next records.
OX1R antag-1	OX1R antag-2	molecule
-16	-3	O=C(/C=C/c1ccco1)NCc1ccco1
6	9	Cc1ccnc(NS(=O)(=O)c2cccs2)c1
-12	48	CCOC(=O)C1CCCN(Cc2nc3ccc([N+](=O)[O-])cc3c(=O)n2-c2ccc(OC)cc2OC)C1 (configuration not stated)
-2	13	C=C(C)COc1ccc2c(C)c(CCC(=O)NC3CC3)c(=O)oc2c1
-4	13	CN(C)S(=O)(=O)c1cc(C(=O)O)c(NC2CCCCC2)cc1Cl
-7	10	O=C(NCc1ccccc1)C(c1cccs1)N(C(=O)c1csnn1)C1CC1 (configuration not stated)
-21	9	O=[N+]([O-])c1cc(S(=O)(=O)N2CCCC2)ccc1N/N=C1/CCCc2ccccc21
-8	19	Cc1cc(O)c(C(C)C)cc1N=Cc1ccccc1O
-13	22	COc1cccc(NC(=O)C2CC(=O)n3cnnc3S2)c1 (configuration not stated)
-61	22	C=C(C)CNC(=S)NN=C1c2ccccc2-c2ccccc21
2	13	CC(=O)NC(CC(=O)O)C(=O)O (configuration not stated)
-13	2	S=C(NCCc1ccccn1)Nc1ccccc1
-28	16	COC(=O)c1c(-c2cccs2)csc1NC(=O)c1cccnc1
-34	18	COc1ccc(-c2noc(COc3ccc(C)c(C)c3)n2)cc1OC
-11	16	COc1ccc(-c2ccc(=O)n(CC(=O)Nc3ccc4c(c3)OCCO4)n2)cc1
-17	18	Cn1ncc2c(Nc3ccccc3Cl)nc(Nc3ccccc3Cl)nc21
-16	-1	COc1cc2c(cc1OC)CN(CC(=O)Nc1ccccc1C(=O)NC1CC1)CC2
-4	6	O=C(C1CC(c2ccccc2O)=NO1)N1CCCC1 (configuration not stated)
-2	15	Cc1cc(=O)n2[nH]c(-c3cccc(Cl)c3)cc2n1
14	3	CCOc1ccc(Br)cc1S(=O)(=O)Nc1ccc(NC(=O)c2ccccc2C)cc1
-32	19	COC(=O)CN1C(=O)Nc2ccc(Br)cc2C1c1ccccc1Cl (configuration not stated)
10	41	O=C(NCC1CCCO1)C1CCCN1C(=O)Nc1ccccc1[N+](=O)[O-] (configuration not stated)
-7	5	CN(C)S(=O)(=O)c1ccc(NC(=O)CN2CCN(c3ccccn3)CC2)cc1
41	31	C[C@@H]1NC(=O)c2cc([N+](=O)[O-])cc(I)c2OCC[C@@H](C(=O)NC(CC(=O)O)C(N)=O)NC(=O)[C@H](CC(N)=O)NC1=O (some centres not stated)
-8	10	O=S(=O)(NNc1nccc(C(F)(F)F)n1)c1cccc(Cl)c1Cl
-33	3	O=C(CN1C(=O)NC2(CCc3ccccc32)C1=O)c1ccc(F)c(F)c1 (configuration not stated)
-9	11	O=C(NC(=S)Nc1ccccc1N1CCOCC1)c1ccc([N+](=O)[O-])cc1
-11	7	CNC(=S)N/N=C/c1ccc2c(c1)OCCO2
-10	18	O=C1C2ON(c3ccccc3)C(c3cccnc3)C2C(=O)N1Cc1ccccc1 (configuration not stated)
-7	6	CCc1ccc(C(=O)COC(=O)c2cccs2)cc1

Some of the entries so far, as labelled records:
mol: O=C(CN1C(=O)NC2(CCc3ccccc32)C1=O)c1ccc(F)c(F)c1 (configuration not stated)
  OX1R antag-1: -33
  OX1R antag-2: 3

mol: O=C(NCC1CCCO1)C1CCCN1C(=O)Nc1ccccc1[N+](=O)[O-] (configuration not stated)
  OX1R antag-1: 10
  OX1R antag-2: 41

Molecules above that have a thiophene ring, fused or not (five):
OX1R antag-1	OX1R antag-2	molecule
-3	7	O=C(Cc1ccc(S(=O)(=O)N2CCOCC2)s1)OCc1ccc(Cl)cc1
6	9	Cc1ccnc(NS(=O)(=O)c2cccs2)c1
-7	10	O=C(NCc1ccccc1)C(c1cccs1)N(C(=O)c1csnn1)C1CC1 (configuration not stated)
-28	16	COC(=O)c1c(-c2cccs2)csc1NC(=O)c1cccnc1
-7	6	CCc1ccc(C(=O)COC(=O)c2cccs2)cc1

(next part)
OX1R antag-1	OX1R antag-2	molecule
-7	23	COc1ccc(C(=O)N2CCN(c3ccc(NC(=O)c4cccnc4)cc3)CC2)cc1
8	18	Cn1nc([N+](=O)[O-])nc1Sc1cccc2cccnc12
-20	15	Cc1nn(CC(=O)NCC2CCCO2)c(=O)c2ccccc12 (configuration not stated)
-8	23	Cc1cc(-c2ccc(C(C)C)c(S(=O)(=O)N3CCOc4ccccc43)c2)on1
-32	8	O=C1CC(c2ccccc2)CC(O)=C1C=NCCN1CCN(C(=O)Nc2ccccc2)CC1 (configuration not stated)
-2	12	O=S1(=O)CCC(N2CCOCC2)C1 (configuration not stated)
-13	9	c1ccc(CCNCCOc2ccccc2)cc1
-16	1	Cc1cc(NCCCN(C)C)n2nc(-c3cccs3)cc2n1
-20	33	Cc1ccc2c(c1)N(C(=O)CCC(=O)N1CCc3ccccc3C1)CCO2
14	14	Cc1ccc(S(=O)(=O)Nc2ccc(C(=O)NCCCn3ccnc3)cc2)cc1[N+](=O)[O-]
-20	18	O=C(Nc1ccccc1C(=O)N/N=C/c1ccccc1)c1ccco1
-10	23	O=S(=O)(NC1=NCCCCC1)c1ccc2ccccc2c1
3	5	NS(=O)(=O)c1ccc(CNS(=O)(=O)c2cc(C(=O)O)ccc2Cl)cc1
10	-2	CS(=O)(=O)Nc1cccc(C2=NN(C(=O)CCC(=O)O)C(c3cccs3)C2)c1 (configuration not stated)
-12	28	COc1cccc(N(CC(=O)Nc2ccccc2C)S(C)(=O)=O)c1
3	10	O=C(COC(=O)Cc1ccccc1[N+](=O)[O-])NCc1ccc(F)cc1
-33	18	COc1ccc(-c2cc(C)no2)cc1S(=O)(=O)NCC1CCN(Cc2cc(C)ccc2C)CC1
-12	3	CCOC(=O)C1=C(C)NC(=O)/C1=C\N(C)C
-25	11	COC(=O)c1sccc1N/N=C/c1cccc(Oc2ccccc2)c1
-20	12	O=C(Cn1cnc2ccccc2c1=O)NC1CCCc2ccccc21 (configuration not stated)
-18	23	CS(=O)(=O)N(CCc1ccccc1)CC(=O)N1CCN(c2ccccc2)CC1
-17	7	Cc1ccc2[nH]c(=O)c(C(c3nnnn3C(C)(C)C)N3CCN(C(=O)c4ccco4)CC3)cc2c1 (configuration not stated)
-2	7	Cc1cccc(N2C(=O)C(Cl)=C(N3CCOCC3)C2=O)c1
-17	17	Cc1ccc(C)c(C(=O)CSc2nnnn2C(C)C)c1
-6	9	Cc1ccc(NC(=O)NC(=O)c2cnccc2C(F)(F)F)c(C)c1
-14	8	COc1ccc(CCC(=O)NCCS(=O)(=O)N2CCN(c3ccccc3)CC2)cc1
-13	15	CC(C)CCNC(=O)Cn1cc2c(n1)CCCCC2
-21	22	COc1ccc(S(=O)(=O)N2CCCC(C(=O)NC3CC3)C2)cc1Cl (configuration not stated)
-2	-1	Cc1ccccc1C(=O)N1CCC(C(=O)Nc2ccc(C)c(S(=O)(=O)N3CCCCC3)c2)CC1
-16	5	C=CCOc1c(Br)cc(CNn2c(C)n[nH]c2=S)cc1OCC
-26	15	Cc1ccc(OCc2nc(-c3cccs3)no2)c([N+](=O)[O-])c1
1	31	Cc1ccnc(NC(=O)CCCc2c[nH]c3ccccc23)c1
-20	30	COc1ccc(-c2noc(CCC(=O)NC3CCCCC3)n2)cc1OC
-22	12	Cc1cccc(C)c1NC(=S)NNc1ncc(C(F)(F)F)cc1Cl
-32	30	O=C(COC(=O)c1ccccc1O)Nc1ncc(Cl)cc1Cl
-28	13	O=c1[nH]c2cc3c(cc2cc1C(c1nnnn1CC1CCCO1)N1CCCCCC1)OCCO3 (configuration not stated)
-11	15	Cc1cnc(Nc2nc3ccccc3o2)nc1C(=O)Nc1cccc(C(F)(F)F)c1
-13	3	N#C/C(=C/c1ccc(OCc2ccc(C(=O)O)cc2)cc1)C(=O)Nc1ccccc1
-25	4	Cc1ccc(N(CC(=O)NCc2ccco2)C(=O)CCC(=O)Nc2nccs2)cc1
-14	-2	COc1ccc(Cc2nc3ccc(C(=O)N4CCCC4)cc3o2)cc1OC
-3	17	CNS(=O)(=O)c1cc(NC(=O)c2cncn2-c2ccccc2)ccc1C
-24	22	O=C(c1ccccc1F)N1CCN(c2ccc([N+](=O)[O-])c(NCC3CCCO3)c2)CC1 (configuration not stated)
-2	11	COc1ccc(OCCC(=O)N2CCCCC2)cc1
-21	19	Cn1cccc1Cc1nnc(SCC(=O)N2CCc3ccccc32)n1-c1ccc(F)cc1
-50	15	FC(F)(F)c1cccc(CNC2c3ccccc3-c3ccccc32)c1
-25	4	COC(=O)c1c(-c2ccc(F)cc2)csc1NC(=O)C1CCCO1 (configuration not stated)
-7	5	CCc1nc(SCc2ccccn2)[nH]c(=O)c1C
5	9	CC(OC(=O)CCC(=O)c1ccc(Cl)s1)C(=O)NC1(C#N)CCCCC1 (configuration not stated)
1	13	O=C1CN(C(=O)CNCc2cccc(Cl)c2)c2ccccc2N1
-26	1	COc1cc(C(O)c2nc3ccccc3n2C)cc(OC)c1OC (configuration not stated)

Other entries.
OX1R antag-1	OX1R antag-2	molecule
-6	1	O=C(c1ccc(F)cc1F)N1CCN(c2ccccn2)CC1
-28	21	CCC(Sc1nc2cc(OC)c(OC)cc2c(=O)n1Cc1ccco1)C(=O)NCCOC (configuration not stated)
-28	14	O=C(Nc1cc(C(F)(F)F)ccc1N1CCOCC1)c1ccccc1F
-8	12	O=C(CSc1cn[nH]n1)Nc1cccc(C(F)(F)F)c1
13	6	O=C(c1ccccc1)c1ccc(C(=O)N2CCN(c3ccc(O)cc3)CC2)cc1
-7	27	Nc1ncnc2c1ncn2CCN1CCOCC1
5	1	O=C(Nc1cccc(Cl)c1)c1nc[nH]c1C(=O)NCCCNC(=O)c1[nH]cnc1C(=O)Nc1cccc(Cl)c1
-9	15	O=C(CSc1ccc(-c2ccc(Br)cc2)nn1)NC1CCCC1
-8	29	CCOCCSc1nc2c(c(-c3cccs3)c1C#N)CC/C2=C/c1cccs1
-4	10	CC(=O)C1C(c2ccc(Br)cc2)c2c(noc2C)CC1(C)O (configuration not stated)
-29	9	CCOC(=O)c1cc2sccc2n1CC(=O)Nc1ccc(OC)cc1OC
-13	9	CC1CN(C(=O)c2ccc3c(c2)OCO3)OC(c2ccccc2)O1 (configuration not stated)
-17	3	CCCCCCCCNC(=O)CCNC(=O)c1ccc(C(C)(C)C)cc1
-9	29	CC(NCC(=O)Nc1ccccc1C(=O)NC1CC1)c1cccs1 (configuration not stated)
-6	34	CC(C)(C)CC(=O)NCc1ccc(F)cc1
